Bioassay records as filed in PubChem BioAssay.
LGR2 antag = inhibitors of bursicon-induced Drosophila LGR2 receptor cAMP signaling. HEK293 LGR2, CRE-luciferase, bursicon-stimulated, 4 h. inhibition, % at 9.99 µM. 380,000 compounds, 0.35% hits;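 active = drop in luminescence signal, shown as inhibition above about 50% in the replicate tests, limit read from the data, passing the limit was not always enough; inconclusive = probably only some replicates passing the limit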;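 note: agonist challenge used bursicon conditioned medium at about half maximal strength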
PAX8 reporter = inhibitors of PAX8 transcriptional activity in RMG-I cells; RMG-I TPO-luciferase reporter, SteadyGlo, 24 h; AID 652154; inhibition, % at 12.6 µM; 360,000 compounds, 1.2% hits;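 active = mean replicate inhibition at least 60% with every replicate also reaching 60%; inconclusive = only one of the two criteria is met; inactive = mean below 60% and not all replicates reaching 60%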;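 note: luciferase light reporting Pax8 driven TPO promoter activity; plate controls were median of neutral control wells for no effect and mitoxantrone controls for full effect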
SIRT5 block = inhibitors of human sirtuin-5 desuccinylase; Purified SirT5, succinyl-peptide AMC, trypsin-coupled fluorescence; AID 652115; 330,000 compounds, 1.1% hits; inhibition, % at 15 µM; Q9NXA8; in the data active = inhibition above about 15%; inconclusive = no clear call, values can overlap the other calls
Target sequence (Q9NXA8 whole entry, looked up): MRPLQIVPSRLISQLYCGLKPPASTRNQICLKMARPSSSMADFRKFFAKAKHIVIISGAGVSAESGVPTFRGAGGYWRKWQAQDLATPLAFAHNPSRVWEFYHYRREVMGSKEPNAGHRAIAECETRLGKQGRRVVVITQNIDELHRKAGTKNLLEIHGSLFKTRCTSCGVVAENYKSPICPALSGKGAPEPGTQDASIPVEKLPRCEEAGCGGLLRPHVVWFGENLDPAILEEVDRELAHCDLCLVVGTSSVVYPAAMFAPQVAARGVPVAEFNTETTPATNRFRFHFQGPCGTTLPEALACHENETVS
EWS-Fli inh = inhibitors of EWS/Fli oncoprotein transcriptional activity; A673 NR0B1-luciferase reporter, viability-normalised; inhibition, % at 12.6 µM; 350,000 compounds, 0.67% hits; AID 651661;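 active = mean inhibition of at least 50% after viability correction, with every replicate also passing that limit; inconclusive = mean reaches 50% but only one of two replicates passes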;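 note: firefly luciferase signal divided by Alamar Blue viability fluorescence both relative to DMSO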
ARNT TACC3 PPI = ARNT/TACC3 interaction disruption. 390,000 compounds, 0.66% hits. inhibition, % at 9.99 µM. AID 623870. AlphaScreen His-ARNT PAS-B/GST-TACC3 binding, luminescence; TACC3 fragment carries E629A point mutation. Q9Y6A5;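 active = mean inhibition of replicates at least 50% and at least half of replicates each reaching 50%; inconclusive = half or more replicates reach 50% but mean below 50%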;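 note: 0% = complete ARNT plus TACC3 wells and 100% = ARNT alone without TACC3; many hits fall short of the cut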
DENV2 CPE = inhibitors of DENV2 cytopathic effect; DENV2-infected cells, cytopathic effect rescue, plate reader; CPE inhibition, % at 9.99 µM; 350,000 compounds, 1.7% hits; in the data active = CPE inhibition above about 20%, passing the limit was not always enough; inconclusive = no clear call, values can overlap the other calls; tested in BHK-21 cells;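 note: 0% = median of neutral control wells and 100% = median of positive control wells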
Casp6 inh = inhibitors of human caspase-6; P55212; purified caspase-6, Z-VEID-R110 cleavage fluorescence; inhibition, % at 12.5 µM; 350,000 compounds, 0.53% hits;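 active = mean inhibition across replicates at least about 35%, with every replicate also reaching that limit, limit read from the data; inconclusive = only one of the two criteria met; inactive = neither criterion met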;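 note: 0% = median of neutral control wells and 100% = no fluorescence left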
Target sequence (P55212 24-179 limits assumed): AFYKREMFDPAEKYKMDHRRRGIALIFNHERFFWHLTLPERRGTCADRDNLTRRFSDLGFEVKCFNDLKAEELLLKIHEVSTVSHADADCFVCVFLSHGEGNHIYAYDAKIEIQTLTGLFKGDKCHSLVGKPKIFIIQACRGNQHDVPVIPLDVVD
Target sequence (P55212 194-293 limits assumed): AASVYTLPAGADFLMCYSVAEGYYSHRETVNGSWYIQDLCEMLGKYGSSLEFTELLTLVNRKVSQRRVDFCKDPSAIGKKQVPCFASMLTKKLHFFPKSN
Active calls of the source: *; u = inconclusive; x = not tested or not shown.

SMILES | LGR2 antag | PAX8 reporter | SIRT5 block | EWS-Fli inh | ARNT TACC3 PPI | DENV2 CPE | Casp6 inh
O=C(NN=Cc1c(O)ccc2ccccc12)C1CC1 | 16 | x | 7 | 30 | -6 | -1 | 2
C[C@H](CO)N1C[C@H](C)[C@@H](CN(C)C)Oc2ccc(NC(=O)Cc3cn(C)c4ccccc34)cc2C1=O | -9 | -2 | 1 | x | 8 | -17 | 0
COCC1CCCCN1C(=O)c1ccc(OC2CCN(CCc3ccccc3)CC2)cc1 (stereo unspecified) | 2 | 23 | 1 | x | -13 | -3 | -4
CO[C@H]1CN(C)C(=O)c2cc(NS(=O)(=O)c3ccc(Cl)cc3)ccc2OC[C@@H](C)NC[C@H]1C | 7 | 11 | 1 | 12 | -6 | 5 | 0
CC(=C/c1ccc(C(C)C)cc1)/C=N/NC(=O)Cn1nnnc1N | -12 | -35 | -4 | -3 | -3 | -6 | 0
CCOc1ccc(CCNC(=O)CN2C(=O)c3cccnc3Oc3ccc(C)cc32)cc1OCC | 0 | 17 | x | 4 | 7 | 1 | 7
C[C@@H]1CN([C@@H](C)CO)C(=O)c2cccc(NC(=O)NC3CCCCC3)c2O[C@H]1CN(C)CC1CCCCC1 | 1 | x | 11 | 11 | 7 | 44* | 0
COC(=O)c1cccc(NC(=S)NCc2ccco2)c1 | x | -33 | -2 | -8 | 5 | -3 | 0
COc1ccccc1C(=O)NNC(=O)C(=O)N1CCCCC1 | -5 | -12 | 0 | 12 | 0 | 0 | -1
Cc1cc(NC(=O)CSc2nnc(CNC(=O)c3ccc(C(C)(C)C)cc3)o2)no1 | -1 | -23 | -3 | x | 47* | -3 | -1
CC(C)NC(=O)N(C)C[C@@H]1Oc2ccc(NS(C)(=O)=O)cc2C(=O)N([C@H](C)CO)C[C@@H]1C | 6 | -21 | -5 | 0 | -6 | 9 | 4
COC(=O)C1=C(C(=O)OC)[C@@H]2Nc3ccccc3[C@@]23C[C@@H](C(=O)OC)N(C(=O)c2cccs2)C3=N1 | -1 | 7 | x | 0 | -1 | 68* | -1
COc1cccc(C(C#N)NCCCNC(C#N)c2cccc(OC)c2OC)c1OC (stereo unspecified) | 12 | -15 | 0 | 0 | 10 | 16 | -40
O=C(N=C1c2ccccc2CN1c1ccc(F)c(Cl)c1)c1cccnc1Cl | -18 | -3 | 0 | 0 | x | -3 | 1
CC(C)(C)[S@](=O)N1Cc2cc(C(=O)NC3CCC3)nc(-c3cccc(-c4ccccc4F)c3)c2[C@@H]1CCO | 21 | 21 | -1 | 0 | 9 | 3 | -2
CCOC(=O)c1cc2c(=O)n3ccccc3nc2n(Cc2ccco2)c1=NC(=O)c1ccc(OC)cc1OC | -16 | 11 | -10 | 15 | -4 | -1 | 1
CCOc1ccc(CCNC(=O)COC(=O)c2ccc(OC(C)C)cc2)cc1OCC | -7 | -4 | -6 | 6 | -2 | 16 | 2
CCC(=O)N1CC(=O)N2[C@H](CO)[C@@H](c3ccc(-c4cccnc4)cc3)[C@@H]2C1 | -21 | 0 | 0 | -2 | x | 15 | 0
O=C(c1cccc(F)c1)N1CCCCN2[C@H](C1)[C@H](c1ccc(-c3ccc(F)cc3)cc1)[C@@H]2CO | x | -4 | 2 | -7 | 7 | -6 | x
Cc1ccc(C(=O)NC(=S)Nc2ccc(-c3ccc(CO)o3)cc2)cc1 | -14 | -15 | -2 | -2 | -7 | 4 | 2
CC1C(c2ccccc2)N(C)C(c2ccccc2)CC1(O)c1ccccc1 (stereo unspecified) | 6 | x | 14 | x | 5 | x | 2
CN1[C@@H]2Cn3c(ccc(-c4ccncc4)c3=O)[C@H]1[C@@H](C(=O)N1CCC(Cc3ccccc3)CC1)[C@@H]2CO | 9 | 14 | -5 | 2 | 0 | -6 | -2
COCC(=O)Nc1ccc2c(c1)C(=O)N(C)[C@@H]1CC[C@H](CC(=O)NCc3ccccc3F)O[C@H]1CO2 | -10 | -20 | -7 | 7 | -5 | u | 2
COc1ccccc1CNC(=O)CCNS(=O)(=O)c1cccc2nsnc12 | -7 | x | 1 | -2 | 1 | 2 | 0

Part of the list above, with tabs.
compound	LGR2 antag	PAX8 reporter	SIRT5 block	EWS-Fli inh	ARNT TACC3 PPI	DENV2 CPE	Casp6 inh
COc1cccc(C(C#N)NCCCNC(C#N)c2cccc(OC)c2OC)c1OC (stereo unspecified)	12	-15	0	0	10	16	-40
CCC(=O)N1CC(=O)N2[C@H](CO)[C@@H](c3ccc(-c4cccnc4)cc3)[C@@H]2C1	-21	0	0	-2	x	15	0
O=C(N=C1c2ccccc2CN1c1ccc(F)c(Cl)c1)c1cccnc1Cl	-18	-3	0	0	x	-3	1
CCOC(=O)c1cc2c(=O)n3ccccc3nc2n(Cc2ccco2)c1=NC(=O)c1ccc(OC)cc1OC	-16	11	-10	15	-4	-1	1

Additional compounds.
SMILES | LGR2 antag | PAX8 reporter | SIRT5 block | EWS-Fli inh | ARNT TACC3 PPI | DENV2 CPE | Casp6 inh
C[C@H]1CN([C@@H](C)CO)C(=O)c2cccc(NC(=O)c3ccncc3)c2O[C@@H]1CN(C)Cc1ccc(C(F)(F)F)cc1 | x | -20 | 0 | 0 | -4 | x | 4
O=C(O)Cc1c(C(=O)O)nnn1-c1ccc(Cl)cc1Cl | 24 | -13 | -3 | 5 | -3 | -6 | 2
Cc1ccc(CSCC(=O)N(CCC(C)C)c2c(N)n(Cc3ccccc3)c(=O)[nH]c2=O)cc1 | -13 | 8 | 0 | 6 | -2 | 0 | 2
CO[C@H]1CN(C)C(=O)c2cc(NS(=O)(=O)CC(F)(F)F)ccc2OC[C@H](C)N(C)C[C@H]1C | 0 | -17 | -1 | -2 | -9 | -8 | 1
Nc1ccn([C@@H]2O[C@H](C(=O)N[C@H](COC=O)Cc3ccccc3)[C@@H](O)[C@H]2O)c(=O)n1 | -4 | 9 | -2 | 7 | x | -14 | -4
CC1Cc2ccccc2N1Cc1cccc(S(=O)(=O)N(C)C)c1 (stereo unspecified) | -2 | 17 | -3 | 17 | -3 | -6 | 0
COc1ccc(O)c(/C=N/NC(=S)Nc2cccnc2)c1 | -23 | -23 | -6 | 5 | 67* | -1 | 0
COCCNC(=O)c1cc(-c2ccccc2)nn1CC1CC(c2cccc([N+](=O)[O-])c2)=NO1 (stereo unspecified) | 4 | 6 | x | 4 | 4 | x | x
O=C(c1cccc(-c2ccco2)c1)N1CCCC(N2CCN(c3ccc(F)cc3)CC2)C1 (stereo unspecified) | -9 | 18 | -2 | 12 | 10 | -8 | -2
CC(=O)Nc1cc(NC(C)=O)ncn1 | 15 | -2 | 6 | -6 | -4 | -2 | 0
Nn1c(SCC(=O)Nc2ccccc2F)nnc1C1CCCCC1 | 9 | -8 | -5 | -5 | 0 | 1 | 2
O=C(Nc1ccccc1)C(CCCCN1C(=O)c2ccccc2C1=O)N1C(=O)c2ccccc2C1=O (stereo unspecified) | -17 | 2 | x | 2 | 5 | 5 | 1
Cc1ccc(Nc2cc(C)nc(N3CCOCC3)n2)c(C)c1 | -5 | -6 | 1 | -12 | 1 | -3 | 1
CCOc1ccc(OCC(=O)Nc2ccc(OC)cc2[N+](=O)[O-])cc1 | -9 | 3 | -4 | -2 | x | 0 | -1
Cc1ccc(C(=O)C2=C(O)C(=O)N(Cc3ccco3)C2c2cccc(Cl)c2)o1 (stereo unspecified) | 0 | 27 | 2 | x | 5 | 15 | 7
O=c1[nH][nH]c(=O)c2c1[nH]c(=S)n2Cc1ccccc1 | -16 | -9 | -3 | -6 | -10 | 7 | -1
COc1cccc(C(=O)C2CCCN(Cc3c(C)n(C)n(-c4ccccc4)c3=O)C2)c1 (stereo unspecified) | 15 | 33 | 1 | 7 | 3 | 6 | -3
COc1ccc([Si](C)(C)[C@@H]2[C@@H](CCO)O[C@]3(C(=O)N(Cc4cccc(N5CCCCC5=O)c4)c4ccccc43)[C@H]2C)cc1 | x | 3 | 11 | 19 | 17 | 4 | -4
Cc1ccnc2nc(NC(=O)c3ccco3)nn12 | -4 | -60 | 2 | -56 | -3 | 4 | -3
O=S(=O)(c1ccccc1)N1CC[C@H]2[C@H](CO)Nc3ccc(C#Cc4ccccc4F)cc3[C@H]21 | -6 | x | 3 | 0 | x | 1 | x
CCOC(=O)N1CCN(C(=O)C[C@@H]2C[C@@]3(C(=O)OCC)CCCC=C3N(CCC3=CCCCC3)C2=O)CC1 | 17 | -3 | -1 | 2 | x | -10 | -1
Cc1nc(NC(=S)NC(=O)COc2ccc(Cl)cc2)ccc1Br | 6 | 22 | 0 | 6 | -2 | 13 | -1
C[C@@H]1CN([C@H](C)CO)C(=O)c2ccccc2-c2ccccc2CO[C@@H]1CN(C)C(=O)Nc1cccc(Cl)c1Cl | 20 | 4 | 2 | 6 | x | -2 | 11
CC(C)NC(=O)N(C)C[C@@H]1Oc2cc(C#Cc3ccccn3)ccc2S(=O)(=O)N([C@@H](C)CO)C[C@@H]1C | -12 | x | 4 | -2 | 9 | -3 | 0
Cc1cc(=O)[nH]c(N/N=C/C=C/c2ccccc2)n1 | 16 | -14 | 3 | -1 | x | 0 | 2
C=C1C(=O)O[C@@H]2[C@H]1[C@@H](OC(=O)/C(C)=C/C)C/C(C)=C\C(=O)/C=C(\C)[C@@H]2O | 55* | 98* | x | 73* | -3 | -20 | 3
CCCc1nc2c(C)cc(Br)cn2c1Cc1cccc(F)c1 | -8 | 2 | 2 | -13 | x | 12 | 0
CO[C@H]1CN(C)C(=O)c2cc(NC(=O)C3CCC3)ccc2OC[C@@H](C)NC[C@@H]1C | 2 | -17 | -3 | -13 | -10 | -2 | -6
CC(C)Cc1nc(SCC(=O)N2CCCC2)c2c(=O)n(C)c(=O)n(C)c2n1 | 9 | 9 | 1 | x | -16 | 3 | -1
COc1ccc(NC(=O)CNC(=O)Cn2c(C)cc3ccccc3c2=O)cc1OC | 4 | 7 | x | 4 | 6 | x | -3
Cc1ccc(-c2ccc([C@@H]3[C@@H](CO)N4C(=O)CN(C(=O)c5ccccc5)C[C@H]34)cc2)cc1 | 4 | 15 | 0 | -1 | x | -2 | -2
COC(=O)C[C@@H]1C[C@@H]2c3cc(NC(=O)C4CCC4)ccc3O[C@@H]2[C@H](CO)O1 | 19 | -7 | 2 | 3 | -3 | 15 | 7
Cc1nn(-c2ccccc2)c(C)c1-c1nnc(-c2c(C)nn(-c3ccccc3)c2C)o1 | 12 | 27 | -3 | 1 | -31 | 1 | 0
COc1ccc(NC(=S)NCCCN2CCOCC2)cc1 | x | -17 | -7 | 8 | 0 | -7 | 1
CN(C)CCCNC(=O)C[C@@H]1CC[C@H]2[C@H](COc3ccc(NC(=O)c4ccc5c(c4)OCO5)cc3C(=O)N2C)O1 | 8 | -24 | -3 | -9 | -7 | 11 | -3

2 compounds picked at random from the list so far:
SMILES | LGR2 antag | PAX8 reporter | SIRT5 block | EWS-Fli inh | ARNT TACC3 PPI | DENV2 CPE | Casp6 inh
C=C1C(=O)O[C@@H]2[C@H]1[C@@H](OC(=O)/C(C)=C/C)C/C(C)=C\C(=O)/C=C(\C)[C@@H]2O | 55* | 98* | x | 73* | -3 | -20 | 3
CO[C@H]1CN(C)C(=O)c2cc(NC(=O)C3CCC3)ccc2OC[C@@H](C)NC[C@@H]1C | 2 | -17 | -3 | -13 | -10 | -2 | -6
